Screening data: PubChem BioAssay, National Center for Advancing Translational Sciences (NCATS)
LMNA splice mod = changes lamin A minigene splicing in HeLa cells. HeLa LMNA splicing GFP/RFP minigene ratio, 48 h. Potency, µM (titrated, usually from 46.1 µM), inactives show at the highest dose ratio change, negative = inhibition, hits mostly inhibitors. 200,000 compounds, 0.01% hits; active means well fitted inhibition curve with a large enough effect in the signal ratio, with a control signal flat, not every such curve was filed as active; inconclusive means small, poorly fitted or top-dose-only effect, or effect the other way, or a change in a side signal; the % refers to the signal ratio; further: on the % scale 0 is the no-effect control and ±100 the full control effect
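Read-out is the ratio of GFP to DsRed2 object intensity, acquired by 488 nm laser-scanning cytometry on HeLa lamin A-EGFP minigene reporter cells. Compound incubation 48 hrs at 37 °C in Opti-MEM with 2% FBS; DMSO 0.5% final.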
Epigenetic reg = derepresses silenced GFP reporter in murine cells; murine LDR cells, GFP reporter derepression, 30 h; 280,000 compounds, 0.2% hits; AID 1865; Potency, µM (top dose mostly 53.9 µM), for the others: top-dose GFP activation, hits mostly activators; active means well fitted activation curve with a large enough effect; inconclusive means small, poorly fitted or top-dose-only effect; further: % of control where 0% means no effect; nearly all actives have a fitted effect of over 60% in size
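GFP-positive cell count by laser-scanning cytometry (objects 20–120 um) after 30 h, 37 C compound exposure of murine LDR cells; reporter is CMV-GFP integrated at a silenced locus, inducible by HDAC or DNMT inhibitors.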
Active calls of the source: *; ? = inconclusive; [ ] = another dose, or the depositor's remark. Potency means the concentration at half of the fitted maximal effect.

SMILES | LMNA splice mod | Epigenetic reg
CCOCCc1nn2c(=O)cc(COC(=O)c3cccc(C)c3)nc2s1 | -5%[46 µM] | 1.1%
Cc1ccc(CSc2nc3ccccc3c3nc(CCn4c(C)nc5ccccc54)nn23)cc1 | 17%[46 µM] | -1.3%
COc1ccc(OC)c(NC(=O)Cn2c(=O)oc3cc(S(=O)(=O)NCc4ccccc4)ccc32)c1 | 19%[46 µM] | -0.2%
CC(C)(C)c1ccc(C(=O)N2CCC(c3nc4ccccc4o3)CC2)cc1 | ? | -3.2%
CC(C)c1ccc(NC(=O)CSC2=Nc3ccccc3C3=NC(CC(=O)NCc4cccs4)C(=O)N23)cc1 (stereo unspecified) | 1%[46 µM] | -0.5%
CCOC(=O)c1c(S(=O)(=O)NCC(=O)Nc2ccc(C(C)=O)cc2)c(C)n(C)c1C | -3%[46 µM] | 0.0%
CCOC(=O)c1cc(-c2ccccc2)n(-c2cccc(C(=O)Nc3cccc(SC)c3)c2)c1C | 21%[46 µM] | 0.0%
CCOc1ccc(C(=O)Nc2ccc(-n3nncc3-c3ccc(OC)cc3)cc2)cc1 | ? | 1.6%
Cc1ccccc1CNC(=O)c1ccc(NC(=O)c2nsc3ccccc23)cc1 | ? | -2.8%
CN(C)c1ccc(C(CNC(=O)c2cccc(C(F)(F)F)c2)N2CCCC2)cc1 (stereo unspecified) | -14%[46 µM] | 5.6%
Cc1cccc(NC(=O)C(=O)NCC(c2ccc3c(c2)OCO3)N2CCN(c3ccccc3)CC2)c1 (stereo unspecified) | 6%[46 µM] | 1.4%
CCOC(=O)N1CCC(NC(=O)c2cnn(-c3ccc(F)cc3F)c2C2CCN(C(=O)OC(C)(C)C)CC2)CC1 | 6%[46 µM] | -1.3%
Cc1ccc(-n2ncc3c(NCCCc4ccccc4)ncnc32)cc1 | 0%[46 µM] | 11%
CCc1ccccc1NC(=O)c1ccc(F)c(S(=O)(=O)N2CCN(c3cccc(Cl)c3)CC2)c1 | -7%[46 µM] | 1.8%
CCOC(=O)N1CCc2c(sc(NCc3sccc3C)c2C(=O)Nc2cc(Cl)ccc2OC)C1 | 7%[46 µM] | -1.1%
COc1ccc(OC)c(-c2noc(N3CCN(c4cccc(C(F)(F)F)c4)CC3)n2)c1 | -6%[46 µM] | -1.2%
O=C(Nc1nc2c(F)cccc2s1)c1ccc(S(=O)(=O)N2CCCc3ccccc32)cc1 | 2%[46 µM] | 4.0%
COCCCNc1ncnc2c1cnn2-c1ccc(F)cc1 | -24%[46 µM] | 6.2%
CC1CCN(C(=O)Cn2c(SCC(=O)Nc3ccc(F)cc3)nc3ccccc32)CC1 | -22%[46 µM] | 1.5%
CC(C)c1nn2c(=O)cc(COC(=O)CNC(=O)c3ccccc3Cl)nc2s1 | -17%[46 µM] | -1.6%
O=C(c1ccco1)N1CCN(c2nc3c(Cl)cccc3s2)CC1 | -1%[46 µM] | 4.6%
NC(=O)C1CCN(C(=O)c2ccccc2NC(=O)c2nsc3ccccc23)CC1 | 6%[46 µM] | -1.6%
COc1cc(SC)ccc1C(=O)Nc1ccc(S(=O)(=O)Nc2nccc(C)n2)cc1 | ? | 1.5%
O=C(NCCc1ccccc1)c1ccc(Cn2c(SCc3ccccc3)nc3cccnc32)cc1 | 3%[46 µM] | 12%
COc1cccc(CNC(=O)Cn2nc(-c3ccc(C)cc3)ccc2=O)c1 | 11%[46 µM] | 2.5%
Additional results follow:
SMILES | LMNA splice mod | Epigenetic reg
Cc1ccccc1OCC(=O)Nc1nnc(SCc2cc(=O)n3cc(Cl)ccc3n2)s1 | 12%[46 µM] | -0.2%
O=[N+]([O-])c1ccc(S(=O)(=O)N2CCn3cccc3C2c2ccccc2F)cc1 (stereo unspecified) | -1%[46 µM] | 4.5%
CCOc1ccccc1CNC(=O)c1ccc2c(c1)sc1nc(-c3ccccc3)cn12 | 9%[46 µM] | 2.2%
Cc1ccc(-c2cc(C(=O)N3CCN(S(=O)(=O)c4ccc(Br)s4)CC3)[nH]n2)cc1C | 21%[46 µM] | 7.0%
CC(=O)c1ccc(NC(=O)CCc2c(C)nn(-c3ccc(N4CCOCC4)nn3)c2C)cc1 | 3%[46 µM] | 1.1%
Cc1nc(N2CCOCC2)c2c(C(=O)NCc3ccc(Cl)cc3)c(C)oc2n1 | 7%[46 µM] | 3.8%
COc1ccc(Cn2ccc3nc(C)c(C(=O)Nc4cc(OC)c(OC)c(OC)c4)cc3c2=O)cc1 | 0%[46 µM] | 0.0%
Cc1ccc(Cn2c(CO)cnc2SCc2cccc(F)c2)cc1 | 13%[46 µM] | -0.2%
CC(C)(C)C(=O)N1CCN(c2nc3c(F)cccc3s2)CC1 | 2%[46 µM] | 0.6%
CCc1ccc(NC(=O)CCCc2nc(-c3ccco3)no2)cc1 | ? | -2.2%
Cc1ccc(CCNC(=O)c2cnc3c(C)cccn3c2=O)cc1 | ? | -0.5%
COc1cccc(C(=O)Nc2ccc(Cl)c(-c3nc4ccccc4[nH]3)c2)c1 | -14%[46 µM] | -3.2%
COc1ccc(C(=O)NCc2ccc3c(c2)CCN3C(C)=O)cc1OC | ? | -1.3%
O=C(OCc1cc(=O)n2nc(-c3cccs3)sc2n1)c1cccc(Cl)c1 | -4%[46 µM] | 2.9%
O=C(NNc1ncnc2c1cnn2-c1ccccc1)c1cccc(Cl)c1 | -16%[46 µM] | 1.2%
Cc1ccc(NC(=O)c2ccc(-n3c(C)nnc3C)cc2)cc1F | ? | 0.0%
CCCCN(CC)Cc1ccc(CNS(=O)(=O)c2cc3c(cc2Cl)NC(=O)CO3)o1 | ? | -4.5%
Cc1ccc2c(c1)N(C(=O)N1CCC(C(=O)NC3CCCCCC3)CC1)CCO2 | 7%[46 µM] | 0.0%
CCOC(=O)c1cc(S(=O)(=O)NCc2ccc(OC)cc2)[nH]n1 | 3%[46 µM] | -1.7%
COc1ccc(S(=O)(=O)Nc2cccc(-c3ccc(N4CCCC4)nn3)c2)cc1F | ? | 0.8%
CC(C)N(C)C1CCN(S(=O)(=O)c2ccc3[nH]c(=O)ccc3c2)CC1 | -15%[46 µM] | 0.0%
COc1ccc(-c2nc3ccccc3s2)cc1NC(=O)c1cccc(F)c1 | 0%[46 µM] | 1.1%
O=C(NCc1ccccc1)C(=O)NCC(c1ccco1)S(=O)(=O)c1cccs1 (stereo unspecified) | -6%[46 µM] | 2.4%
COc1ccc(OCc2ccc(-c3nc(C#N)c(N4CCC(C)CC4)o3)o2)cc1 | 19%[46 µM] | -0.8%
Cc1ccc2nc(NC(=O)CSc3[nH]c(=O)ncc3C)sc2c1 | ? | ?

Part of the list above in order of length of the SMILES, smallest number first:
SMILES | LMNA splice mod | Epigenetic reg
CCc1ccc(NC(=O)CCCc2nc(-c3ccco3)no2)cc1 | ? | -2.2%
COc1cccc(C(=O)Nc2ccc(Cl)c(-c3nc4ccccc4[nH]3)c2)c1 | -14%[46 µM] | -3.2%
CC(=O)c1ccc(NC(=O)CCc2c(C)nn(-c3ccc(N4CCOCC4)nn3)c2C)cc1 | 3%[46 µM] | 1.1%

Continued:
SMILES | LMNA splice mod | Epigenetic reg
COc1ccccc1N1CCN(C(=O)Cn2cnc3onc(-c4ccc(F)cc4)c3c2=O)CC1 | 0%[46 µM] | -1.3%
Cc1ccc(-n2cnc3cc(C(=O)NCc4ccc(F)cc4)ccc32)c(C)c1 | ? | 1.2%
Cc1nc(-c2ccc(F)cc2)sc1CCNC(=O)c1ccccc1C(F)(F)F | 23%[46 µM] | -1.7%
CC(NC(=O)C(=O)Nc1c2c(nn1-c1ccccc1)CSC2)c1ccccc1 (stereo unspecified) | -5%[46 µM] | 7.6%
CC(=O)c1ccc(NC(=O)CSc2nnc3ccc(-c4ccc(F)cc4)nn23)cc1 | ? | 3.4%
O=C1CC(=O)Nc2cc(S(=O)(=O)Nc3ccc(F)cc3Cl)ccc2N1 | 8%[46 µM] | 0.0%
COc1ccc(-n2cc(C(=O)Nc3cc(F)ccc3F)c3ccccc3c2=O)cc1 | 1%[46 µM] | 0.0%
O=C(NCc1ccccc1F)C(=O)NCC(c1cccs1)S(=O)(=O)c1cccs1 (stereo unspecified) | ? | -0.2%
COc1ccc(-c2ccc(NS(=O)(=O)c3ccc(F)c(C(F)(F)F)c3)cc2)nn1 | ? | 0.0%
Cc1ccc(Cn2cnc3nc4c(cc3c2=O)CC(C)CC4)cc1 (stereo unspecified) | ? | -0.9%
CCSc1nc2n(n1)C(c1ccc(Cl)cc1Cl)C(C(=O)Nc1ccccc1C)=C(C)N2 (stereo unspecified) | ? | 0.0%
Cn1cc(-c2cc3n(n2)CCC(=O)N3CCCC(=O)Nc2ccccc2Cl)c2ccccc21 | 3%[46 µM] | 3.4%
COc1ccc(-c2cc(C(=O)Oc3ccc(C#N)cc3)no2)cc1 | -16%[46 µM] | -1.6%
COC(=O)c1scc(-c2ccc(C)cc2)c1S(=O)(=O)Nc1ccc(F)cc1F | ? | 0.0%
CCc1c(C)sc2c1CCN(C(=O)Nc1ccccc1C(=O)OC)C2c1ccc(OC)cc1 (stereo unspecified) | ? | 0.4%
Cc1cc(C)c(C#N)c(SCC(=O)Nc2ccccc2C#N)n1 | -13%[46 µM] | -0.2%
CC(C)(C)OC(=O)N1CCC(c2c(C(=O)NCc3ccc(F)cc3)cnn2-c2ccc(F)cc2)CC1 | -26%[46 µM] | 1.1%
COc1ccccc1NC(=O)c1sc2nc3n(c(=O)c2c1C)N=C(c1cccc(Br)c1)CS3 | 8%[46 µM] | 6.0%
O=C(Nc1ccccc1)N(Cc1cccs1)c1ccc(F)cc1 | 7%[46 µM] | -3.2%
O=c1c(=O)n(-c2ccccc2)ccn1Cc1cccc(C(F)(F)F)c1 | ? | 1.4%
CCOc1ccc(NC(=O)c2c(NCc3cccnc3)sc3c2CCCC3)cc1 | ? | -1.9%
Cc1cccc2sc(N(Cc3cccnc3)C(=O)c3cccs3)nc12 | ? | -0.1%
CCc1ccc(NC(=O)Cn2c(=O)n(-c3cccc(OC)c3)c(=O)c3c(C)c(C(=O)N(C)C)sc32)cc1 | -1%[46 µM] | 10%
O=S(=O)(NCCc1csc(-c2ccc(F)cc2)n1)c1ccc(F)cc1F | ? | -1.7%
Cc1cccc(CNC(=O)C2CCN(c3nc4ccc(Cl)cc4[nH]3)CC2)c1 | -7%[46 µM] | -1.2%

One compound at a time, as listed above. Order of screens: LMNA splice mod | Epigenetic reg
Record of CCOC(=O)c1cc(-c2ccccc2)n(-c2cccc(C(=O)Nc3cccc(SC)c3)c2)c1C = 21%[46 µM] | 0.0%
Record of CC1CCN(C(=O)Cn2c(SCC(=O)Nc3ccc(F)cc3)nc3ccccc32)CC1 = -22%[46 µM] | 1.5%

Other results:
SMILES | LMNA splice mod | Epigenetic reg
CCOC(=O)C1CCC(CN(Cc2ccc(OC)cc2)S(=O)(=O)c2ccc(F)c(C(=O)Nc3cc(Cl)ccc3OC)c2)CC1 (stereo unspecified) | ? | 1.8%
Cc1ccc(-n2nc(C)c3c(C)cc(=O)n(CC(=O)NC(C)C)c32)cc1 | -8%[46 µM] | 1.5%
CCOc1cc(S(=O)(=O)n2ccnc2C(C)C)ccc1Cl | -12%[46 µM] | 2.0%
COc1ccc(CNC(=O)CSc2ncc(S(=O)(=O)c3ccc(C)c(Cl)c3)c(=O)[nH]2)cc1 | 12%[46 µM] | 10%
O=C(Nc1cccc(Cl)c1)c1cc(S(=O)(=O)N2CCC3(CC2)OCCO3)ccc1F | ? | ?
COc1ccc(NS(=O)(=O)c2ccc3c(c2)NC(=O)CCS3)c(OC)c1 | -20%[46 µM] | -0.4%
Cc1cccc(NC(=O)C(=O)NCC(c2cccnc2)N2CCc3ccccc32)c1C (stereo unspecified) | 5%[46 µM] | 1.4%
Cc1cc(C)cc(N2CC(c3nc(-c4cccc(Cl)c4)no3)CC2=O)c1 (stereo unspecified) | -23%[46 µM] | 1.1%
Cc1cccc(C)c1NC(=O)C(=O)NCC(c1ccc2c(c1)OCO2)N1CCN(C)CC1 (stereo unspecified) | 2%[46 µM] | 0.0%
Cc1ccc(NC(=O)N2CCC(CN3CCCC3)CC2)c(C)c1 | -3%[46 µM] | -1.2%
COc1ccc(-c2cc3c(=O)n(CC(=O)Nc4cc(F)ccc4F)ccn3n2)cc1OC | 14%[46 µM] | -0.6%
CN(C)CCNC(=O)C(=O)NCC(c1cccnc1)N1CCN(c2ccc(F)cc2)CC1 (stereo unspecified) | 3%[46 µM] | 1.1%
COc1ccc(-c2nc(C(N)=O)c3c(n2)n(-c2ccccc2OC)c(=O)n3C)c(OC)c1 | 17%[46 µM] | 0.8%
CCOc1ccc(-c2cc3c(=O)n(CC(=O)Nc4cc(F)ccc4C)ccn3n2)cc1 | ? | 4.1%
CCOC(=O)c1cccc(NS(=O)(=O)c2ccc3[nH]c4c(c3c2)CCCC4)c1 | ? | 0.0%
CCCCOc1cccc(C(=O)N(Cc2ccc(C)o2)c2ccccn2)c1 | 3%[46 µM] | 0.0%
COc1cccc(NC(=O)c2csnn2)c1 | -3%[46 µM] | -1.6%
COc1ccc(NC(=O)C(C)Sc2cc(-c3ccccc3)nc(C)n2)cc1Cl (stereo unspecified) | 13%[46 µM] | -1.6%
O=C(c1cccs1)N1CCCc2cc(NS(=O)(=O)c3ccc(Cl)cc3)ccc21 | -7%[46 µM] | -4.1%
Nc1ncc(S(=O)(=O)NCc2cccc(Cl)c2)cn1 | -2%[46 µM] | 0.0%

Not all compounds are listed; rates above refer to the full screens.
